Screens: PubChem BioAssay, The Scripps Research Institute Molecular Screening Center
core dimer inh = inhibitors of HCV core protein dimerization, primary screen, biochemical, TR-FRET, high-throughput; inhibition, % at 5 µM; actives 0.33% (n = 300,000); TR-FRET GST/Flag-core106 dimerization, 1536-well;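 active means inhibition above the mean of all tested compounds plus 3 SD, set per screening campaign, cut at about 45% in these data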
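assay system = GST-tagged and Flag-tagged HCV core protein residues 1-106 | controls = unlabelled core106 and no-GST-core106 wells | incubation = compound-protein-antibody incubation 4 h at 22.5 °C | probe or stimulus = Eu donor and XL665 acceptor anti-tag antibodies | read-out = % inhibition based on acceptor/donor emission ratio | signal = TR-FRET 671 and 617 nm emission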
PAFAH2 FP inh = PAFAH2 enzyme inhibitors, primary screen, biochemical, fluorescence polarization, human | recombinant PAFAH2, FP-rhodamine activity probe | inhibition, % at 3.39 µM | actives 0.99% (n = 340,000) | Platelet-activating factor acetylhydrolase 2, cytoplasmic (Homo sapiens), Q99487;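 active means inhibition above the mean over all tested compounds plus 3 SD, cut at about 30% in these data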;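 further: inhibitors block probe labeling of enzyme so polarization drops; 0% = enzyme with DMSO and 100% = wells lacking PAFAH2 protein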
AHR activator = AHR activators, primary screen, cell-based, luminescence, luciferase reporter, human; activation, % at 5 µM; AHR-responsive luciferase reporter cells; AID 2796, 2010; actives 2.5% (n = 320,000); in the data active means activation above about 47%;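 further: 0% = vehicle wells and 100% = reference agonist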
PP5 primary = PP5 phosphatase inhibitors, primary screen, biochemical, fluorescence. Serine/threonine-protein phosphatase 5 (Homo sapiens), P53041. purified PP5c, OMFP substrate fluorescence. inhibition, % at 6.7 µM. actives 0.18% (n = 320,000);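 active means inhibition above the campaign's mean inhibition across all tested compounds plus 3 SD, cut at about 9.5% in these data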;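 further: 0% = DMSO only and 100% = 100 µM cantharidin control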
proCasp7 act = procaspase-7 activators, primary screen, counter-screen for procaspase-3 activator project, biochemical, absorbance, HTS, human; Caspase-7 (Homo sapiens), P55210; recombinant procaspase-7, Ac-DEVD-pNA absorbance 405 nm; D23A/D198A/D206A triple mutant, cannot self-cleave; scale: DMSO 0, 5 µM enzyme 100; activation, % at 8.5 µM; actives 0.093% (n = 330,000); AID 463210, 2010;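 active means percent activation above the screen-wide mean plus 3 SD, cut at about 25% in these data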
Target sequence (P55210 whole entry D23A/D198A/D206A): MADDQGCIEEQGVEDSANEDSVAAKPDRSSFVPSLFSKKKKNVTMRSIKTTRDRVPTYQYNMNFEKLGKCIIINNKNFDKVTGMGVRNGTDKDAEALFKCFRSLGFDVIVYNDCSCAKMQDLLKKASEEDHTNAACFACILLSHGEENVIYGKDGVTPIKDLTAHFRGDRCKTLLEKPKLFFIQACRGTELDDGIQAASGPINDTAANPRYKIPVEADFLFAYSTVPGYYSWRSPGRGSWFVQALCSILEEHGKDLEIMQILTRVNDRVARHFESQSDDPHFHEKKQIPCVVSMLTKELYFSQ
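System: Uncleavable procaspase-7 mutant enzyme; Amount: 2 µM procaspase-7 mutant as dispensed; Schedule: 1 h compound preincubation, 2 h substrate cleavage, 25 °C; Measured by: 405 nm absorbance of p-nitroaniline; Evaluation: percent activation from buffer-corrected 0–120 min absorbance change; Control set: low DMSO alone, high DMSO plus 5 µM PC-7.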
Fh CTSL1 inh = Fasciola hepatica cathepsin L1 inhibitors, primary screen, counter-screen for PFM18AAP inhibitor project, biochemical, QFRET, fluorogenic peptide substrate; actives 0.49% (n = 300,000); inhibition, % at 5.96 µM; AID 1906, 2009; recombinant F. hepatica cathepsin L1, Z-Leu-Arg-MCA fluorescence;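 active means inhibition above the mean of all tested compounds plus 3 SD, set per screening campaign, cut at about 17% in these data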;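 further: 0% = plate median of test compound wells and 100% = 1 µM Z-Phe-Ala-diazomethylketone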
TPT1 inhibitor = Candida albicans TPT1 enzyme inhibitors, primary screen, biochemical, fluorescence polarization | inhibition, % at 5 µM | AID 1962, 2009 | recombinant caTPT1, FP RNA substrate dephosphorylation | actives 0.81% (n = 300,000);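 active means inhibition above the mean of all tested compounds plus 3 SD, set per screening campaign, cut at about 24% in these data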;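 further: plate controls were DMSO alone for no effect and ferristatin control at 100 nM for full effect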
proCasp3 act = activators of human procaspase-3 D3A mutant, primary screen, biochemical, absorbance, PC-3 D3A mutant, single concentration; Caspase-3 (Homo sapiens), P42574; recombinant procaspase-3 D3A, Ac-DEVD-pNA absorbance 405 nm; activation, % at 8.5 µM; actives 0.11% (n = 330,000); AID 463141, 2010;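 active means activation above the mean of all tested compounds plus 3 SD, cut at about 21% in these data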;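 further: 0% = DMSO alone and 100% = DMSO wells spiked with extra 5 µM PC-3 D3A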
Target sequence (P42574 whole entry D9A/D28A/D175A): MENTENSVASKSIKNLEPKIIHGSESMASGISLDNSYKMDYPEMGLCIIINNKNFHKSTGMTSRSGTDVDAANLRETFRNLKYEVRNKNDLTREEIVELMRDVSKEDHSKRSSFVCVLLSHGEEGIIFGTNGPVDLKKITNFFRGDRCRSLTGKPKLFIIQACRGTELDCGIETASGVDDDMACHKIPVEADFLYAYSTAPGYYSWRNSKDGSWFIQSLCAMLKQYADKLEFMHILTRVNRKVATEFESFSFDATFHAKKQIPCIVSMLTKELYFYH
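Assay system – Procaspase-3 D3A mutant, all three cleavage aspartates alanine · Controls – DMSO-only low control, 5 µM PC-3 D3A high control · Schedule – 1 h compound preincubation, 2 h substrate hydrolysis at 25 °C · Signal – 405 nm absorbance of p-nitroaniline, reads at 0 and 120 min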
PP1 inh = PP1-alpha phosphatase inhibitors, primary screen, counter-screen for PP5 inhibitor project, biochemical, fluorescence, OMFP substrate, single point; purified PP1alpha; inhibition, % at 6.7 µM; actives 0.9% (n = 320,000);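 active means inhibition above the mean inhibition of all tested compounds plus 3 SD, computed separately for each screening campaign, cut at about 15% in these data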
Target sequence (P62136 whole entry, looked up): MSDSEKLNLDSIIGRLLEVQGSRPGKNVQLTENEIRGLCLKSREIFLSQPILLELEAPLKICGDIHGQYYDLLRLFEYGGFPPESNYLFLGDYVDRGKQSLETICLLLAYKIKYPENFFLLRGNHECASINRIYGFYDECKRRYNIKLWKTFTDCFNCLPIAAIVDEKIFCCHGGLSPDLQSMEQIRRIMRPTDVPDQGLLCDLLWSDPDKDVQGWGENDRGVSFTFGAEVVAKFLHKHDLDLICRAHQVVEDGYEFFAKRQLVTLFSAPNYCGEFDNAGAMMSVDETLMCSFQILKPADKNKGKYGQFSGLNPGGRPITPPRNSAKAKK
Active calls of the source: *; . = no result given.

compound	core dimer inh	PAFAH2 FP inh	AHR activator	PP5 primary	proCasp7 act	Fh CTSL1 inh	TPT1 inhibitor	proCasp3 act	PP1 inh
CC1(C2CC2)NC(=O)N(CC(=O)Nc2ccc(SC(F)F)cc2)C1=O (stereo not drawn)	.	-6	3	.	-7	.	.	1	.
CC(C)c1ccc(S(=O)(=O)N2CCN(C(=O)CN3C(=O)NC(C)(c4ccccc4)C3=O)CC2)cc1 (stereo not drawn)	4	2	1	-0.2	4	0	-2	-7	0
CC(=O)Nc1ccc(C(=O)NN2C(=O)NC3(CCCCC3)C2=O)cc1	1	5	-1	2.4	11	11	-1	6	-5
COc1ccccc1N1CCN(S(=O)(=O)c2ccc(F)cc2)CC1	3	-2	2	1.0	-1	-3	3	-4	-4
CCOC(=O)C1(Cc2cccc(OC)c2)CCCN(Cc2ccc(NC(C)=O)cc2)C1 (stereo not drawn)	-9	2	1	2.2	11	-1	0	-1	-2
CCN(CC)CCSc1nc2ccc(OC)cc2[nH]1	-1	-2	0	0.6	7	-2	0	1	-1
Cn1c(-c2cccc([N+](=O)[O-])c2)cnc1NCc1ccc(C#N)cc1	-3	5	-4	-0.5	-5	3	-1	3	-2
Fc1ccc(NC(=S)N2CCc3[nH]c4ccccc4c3C2)cc1	-10	14	5	2.0	-7	1	-5	-1	0
COc1cc(S(=O)(=O)NC2CCSc3ccccc32)ccc1NC(C)=O (stereo not drawn)	1	13	9	-0.2	1	-5	3	-9	0
CC(C)C(NS(=O)(=O)c1ccc2c(c1)Cc1cc(S(=O)(=O)NC(C(=O)O)C(C)C)ccc1-2)C(=O)O (stereo not drawn)	-1	6	3	3.6	13	-3	0	-5	1
O=C(N/N=C/c1ccccc1)c1sccc1OCc1ccc(F)cc1	12	9	3	1.7	-2	5	-3	9	1
CCCC(C(=O)NC(C)(C)C)N(C(=O)c1snc(C(N)=O)c1N)c1ccc2c(c1)OCCO2 (stereo not drawn)	0	-4	-1	2.0	3	2	-3	-1	-2
Cc1ccc(SCC(=O)NC(=O)NCc2ccco2)c(C)c1	21	8	5	1.9	-3	-2	-1	-1	1
Brc1c(OCCOCCn2cncn2)ccc2ccccc12	0	-5	5	-0.1	-1	1	-3	-7	-3
O=C(N/N=C/c1cccs1)c1c[nH]c2ccccc12	3	10	154*	0.1	10	4	-3	2	-1
CC(=O)Cc1nsc(NC(=O)c2ccc(-c3cccc(Cl)c3)o2)n1	-4	-1	10	3.1	-3	2	1	6	29*
O=c1[nH]c(CSc2nnnn2-c2ccc(Cl)cc2)nc2ccccc12	6	5	14	1.3	14	3	3	4	-3
COC(=O)c1ccccc1NC(=O)CN(Cc1ccc(Cl)cc1)S(C)(=O)=O	-1	-8	-4	1.5	13	0	-1	8	-1
COc1cc(CCCN2CCNC[C@H]2Cc2cccc3ccccc23)cc(OC)c1OC	.	4	-1	.	7	.	.	-1	.
COc1cccc(CN(C)C(=O)c2cccc(NC(=O)CC3SC(N4CCCCC4)=NC3=O)c2)c1OC (stereo not drawn)	.	-4	0	1.3	4	.	.	-5	0

Ordered by SMILES length (low to high): part of the list above
compound	core dimer inh	PAFAH2 FP inh	AHR activator	PP5 primary	proCasp7 act	Fh CTSL1 inh	TPT1 inhibitor	proCasp3 act	PP1 inh
O=C(N/N=C/c1ccccc1)c1sccc1OCc1ccc(F)cc1	12	9	3	1.7	-2	5	-3	9	1
COC(=O)c1ccccc1NC(=O)CN(Cc1ccc(Cl)cc1)S(C)(=O)=O	-1	-8	-4	1.5	13	0	-1	8	-1
CCCC(C(=O)NC(C)(C)C)N(C(=O)c1snc(C(N)=O)c1N)c1ccc2c(c1)OCCO2 (stereo not drawn)	0	-4	-1	2.0	3	2	-3	-1	-2

Later entries
compound	core dimer inh	PAFAH2 FP inh	AHR activator	PP5 primary	proCasp7 act	Fh CTSL1 inh	TPT1 inhibitor	proCasp3 act	PP1 inh
N#CC1=C(N)Oc2n[nH]c(-c3cccs3)c2C1c1ccsc1 (stereo not drawn)	10	10	19	-2.6	-10	1	2	-5	-4
O=C(Nc1ccccc1Cl)NC1(C(=O)N2CCCC2)CCCCC1	-3	-6	-1	-1.9	3	0	-7	9	-1
CCOC(=O)CNC(=O)N1CCCC(CNS(=O)(=O)c2cccs2)C1 (stereo not drawn)	-5	0	0	-1.2	4	5	-1	-7	-1
O=c1c2[nH]c3ccccc3c2ncn1CCC1=CCCCC1	3	1	23	3.0	-1	1	-3	7	1
COc1ccc2[nH]c(C(=O)N3CCc4ccccc4C3)c(C)c2c1	9	7	2	0.6	4	3	-3	-2	0
CS(=O)(=O)Nc1ccccc1C(=O)NCc1ccccc1Cl	1	3	0	3.2	11	3	0	-7	0
O=C(NCCCNCCCNC(=O)c1ccc(/C=N/O)nc1)c1ccc(/C=N/O)nc1	-3	6	-4	0.8	2	1	-3	8	-2
O=c1c2ccccc2ncn1CCCSc1ccccc1	-8	-10	-3	2.2	0	1	-1	7	1
C/C(N)=C(/C#N)C(=O)COc1ncnc2ccccc12	5	1	2	-2.5	-1	0	0	2	-4
COc1cc2[nH]c(=S)n(Cc3ccc(C)o3)c(=O)c2cc1OC	7	14	74*	2.8	-10	-2	0	0	1
O=[N+]([O-])c1ccc(O)c(/C=N/Nc2nn[nH]n2)c1	-6	3	5	1.1	-5	4	-1	-6	-2
CNc1cccccc1=S	44	10	1	1.5	-11	-1	-8	-2	8
O=C(Nc1ccc(O)c(C(=O)O)c1)c1ccc2c(c1)C(=O)N(CC1CCCO1)C2=O (stereo not drawn)	-6	14	2	-0.5	0	1	-2	-1	1
CCC(Sc1nc(-c2ccccc2)c(C#N)c(=O)[nH]1)C(=O)Nc1nnc(C)s1 (stereo not drawn)	3	-3	4	1.1	-13	6	2	-2	0
Cc1ccc(-n2nnnc2C(Cl)(Cl)c2nnnn2-c2ccc(C)cc2)cc1	-5	-6	0	3.3	-37	0	-2	-18	7
CN(C)S(=O)(=O)c1cccc(NC(=O)c2ccc(OC(F)(F)F)cc2)c1	3	-8	4	5.7	-2	-2	-1	4	2
COc1ccc(CCNC(=O)Nc2cccs2)c(OC)c1	-5	1	0	1.0	-9	-1	1	1	-1
CCOc1ncccc1C(=O)OCC(=O)N(CC(C)C)c1c(N)n(Cc2ccccc2)c(=O)[nH]c1=O	2	9	1	1.4	-6	-7	1	0	-4
COc1ccc(C(=O)NCc2ccccc2)cc1S(=O)(=O)N1CCCc2ccccc21	10	-2	-6	3.4	0	3	-1	7	1
CSc1ccccc1OC1CCN(Cc2ccccc2)CC1	4	-2	6	0.7	-5	-1	2	-3	-9

Shown as a hit in AHR activator (from the list above):
SMILES	core dimer inh	PAFAH2 FP inh	AHR activator	PP5 primary	TPT1 inhibitor	proCasp3 act
O=C(N/N=C/c1cccs1)c1c[nH]c2ccccc12	3	10	154*	0.1	-3	2
COc1cc2[nH]c(=S)n(Cc3ccc(C)o3)c(=O)c2cc1OC	7	14	74*	2.8	0	0

Continued:
compound	core dimer inh	PAFAH2 FP inh	AHR activator	PP5 primary	proCasp7 act	Fh CTSL1 inh	TPT1 inhibitor	proCasp3 act	PP1 inh
C=C(C)C(=O)Nc1cccc(C2=NOC3(C2)C[C@H](C(N)=O)N(C(=O)COc2ccc(Cl)cc2)C3)c1 (stereo partly drawn)	-203	4	1	3.9	-2	-1	-1	11	6
Cc1cccc(NC(=S)N(Cc2ccc(Cl)cc2)Cc2ccc(C(=O)O)cc2)c1	10	5	6	1.7	4	4	5	3	2
CCOC(=O)c1sc(NC(=O)CSc2nnc(-c3ccco3)n2CC)c(C(=O)OCC)c1C	11	2	-1	0.3	0	6	-1	3	2
CN(C)c1ccc(C(=S)N2CCN(C(=S)Nc3cccc4ccccc34)CC2)cc1	11	0	4	2.0	-4	-2	6	2	3
Nc1ccc(Br)c[n+]1Cc1cccc2cccnc12	-1	9	14	-0.5	0	-2	-2	1	-5
Cc1cc(C(=O)OCC(=O)c2ccccc2)c2ccccc2n1	12	-9	0	1.3	6	2	0	-2	0
O=C1N/C(=C\c2ccsc2)C(=O)N1Cc1ccc(F)cc1	2	-3	-2	2.9	-2	1	2	3	-1
Cc1ccc(C(=O)OCC(=O)Nc2cccc(Cl)c2C)c(O)c1	3	5	0	-1.8	7	5	-1	2	-5
Nc1ccc2ncccc2c1N	12	8	16	2.3	-12	6	-9	-8	6
CC(Oc1cc2oc(=O)c3c(c2cc1Cl)CCC3)C(=O)NCc1cccnc1 (stereo not drawn)	4	0	-5	-0.6	3	-3	2	5	-1
CCCS(=O)(=O)N1CCCC(C(=O)NCCc2ccc(Cl)cc2)C1 (stereo not drawn)	-3	5	-1	1.7	2	2	-3	-5	-2
O=C(CCc1nnc2n(Cc3ccc(Cl)cc3)c(=O)c3ccccc3n12)NCCCN1CCOCC1	8	-3	0	-1.2	-9	1	-1	11	-1
COc1ccc(S(=O)(=O)NCc2cccs2)cc1	-2	4	1	0.5	16	-2	-1	-4	-1
